PMI activator – increases human mannose-6-phosphate isomerase activity | purified human PMI, coupled resazurin fluorescence, 20 min; stronger effect = higher value; 1 = vehicle control, 0 substrate-free wells | P34949 | AID 1214 | hit rate 0.005% among 190,000 | activation factor at 20 µM;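 active means activation factor of 2 or more at 20 µM, relative to plate controls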
Diaph inh CS – inhibits diaphorase or chemically oxidizes, flagging diaphorase assay artifacts; diaphorase resazurin-to-resorufin fluorescence, NADH, 16 min; bacterial (C. kluyveri) enzyme, not human; inhibition, % at 20 µM; hit rate 0.69% among 190,000;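 active means primary screen inhibition at 20 µM above a set limit, cut at about 50% in these data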;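 further: plate controls were DMSO with full reaction for no effect and wells lacking NADH for full effect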
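System: Bacterial diaphorase enzyme (C. kluyveri) | Incubation: 16-min room-temperature incubation before reading | Benchmarks: No-NADH positive control and DMSO neutral control | Measured by: Resorufin fluorescence 544/590 nm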
ROMK mod – modulators of human ROMK potassium channel. Tet-inducible ROMK, thallium flux fluorescence; actives lie on both sides. B-score at 10 µM. hit rate 2% among 130,000. AID 1918;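 active means signal ratio slope over the read window, or its plate-corrected B-score, at least 3 SD from the plate mean, either direction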;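 further: B-score of the F/F0 ratio slope over 7 to 12 s after thallium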
Target sequence (P48048 whole entry, looked up): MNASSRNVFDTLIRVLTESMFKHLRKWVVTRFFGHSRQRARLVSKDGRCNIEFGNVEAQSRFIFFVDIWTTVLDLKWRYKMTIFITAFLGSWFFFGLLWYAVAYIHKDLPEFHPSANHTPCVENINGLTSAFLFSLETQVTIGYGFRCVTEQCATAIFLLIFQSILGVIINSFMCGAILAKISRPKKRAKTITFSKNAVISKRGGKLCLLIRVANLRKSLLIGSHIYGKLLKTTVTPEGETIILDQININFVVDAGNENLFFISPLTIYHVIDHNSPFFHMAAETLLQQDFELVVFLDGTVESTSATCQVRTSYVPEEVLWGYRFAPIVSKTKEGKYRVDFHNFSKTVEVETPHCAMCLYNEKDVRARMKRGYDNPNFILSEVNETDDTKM
S1P3 antag – blocks the human S1P3 receptor; inhibition, % at 4.98 µM; hit rate 0.27% among 170,000; AID 485; CHO S1P3 NFAT-BLA reporter, FRET fluorescence, antagonist mode; Q99500;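 active means inhibition above the plate cutoff, the mean inhibition of test wells on that plate plus 3 SD, cut at about 28% in these data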;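 further: cells challenged with S1P at its EC80 of 0.8 µM; blue over green emission ratio from cleaved BLA substrate after 4 h stimulation; 0% = S1P-stimulated wells and 100% = unstimulated DMSO-only wells; some compounds past the cut are filed as inactive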
PPARg SRC2 recr – agonists of SRC-2 recruitment by human PPARgamma; P37231; PPARgamma LBD-SRC-2 recruitment, biochemical; activation, % at 8 µM; hit rate 0.34% among 200,000; AID 1032; in the data active means activation above about 22%;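 further: 0% = vehicle and 100% = reference agonist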
Target sequence (P37231 whole entry, looked up, the tested form may be a part): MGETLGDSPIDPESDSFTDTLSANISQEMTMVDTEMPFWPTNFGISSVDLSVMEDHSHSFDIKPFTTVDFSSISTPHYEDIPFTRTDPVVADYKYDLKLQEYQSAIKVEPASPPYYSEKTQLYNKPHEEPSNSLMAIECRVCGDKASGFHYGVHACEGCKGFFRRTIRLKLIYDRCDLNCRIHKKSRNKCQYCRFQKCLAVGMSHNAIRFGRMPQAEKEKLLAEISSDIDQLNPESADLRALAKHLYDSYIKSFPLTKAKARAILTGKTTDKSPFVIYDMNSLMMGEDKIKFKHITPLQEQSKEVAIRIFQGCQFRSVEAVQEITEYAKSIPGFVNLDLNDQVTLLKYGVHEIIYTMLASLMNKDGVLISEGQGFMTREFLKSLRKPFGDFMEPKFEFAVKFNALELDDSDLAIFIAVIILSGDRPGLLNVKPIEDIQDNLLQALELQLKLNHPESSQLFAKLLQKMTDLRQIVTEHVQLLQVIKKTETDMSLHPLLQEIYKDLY
PPARg SRC3 recr – PPARgamma-driven SRC-3 recruitment agonism | P37231 | biochemical PPARgamma/SRC-3 coactivator recruitment assay | activation, % at 8 µM | hit rate 0.26% among 200,000 | AID 731; in the data active means activation above about 23%;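 further: 0% = DMSO and 100% = reference agonist; some compounds past the cut are filed as inactive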
SRC2 TRFRET art – counter-screen for PPARgamma SRC-2 recruitment agonists: TR-FRET artefact; stronger effect = higher value; TR-FRET ratio at 8 µM; hit rate 0.4% among 200,000; in the data active means TR-FRET ratio above about 2000; further: inactives centre near 1500
PPARg SRC-1 ag – agonists of human PPARgamma SRC-1 coactivator recruitment | P37231 | PPARgamma-SRC-1 coactivator recruitment biochemical assay | activation, % at 8 µM | hit rate 0.41% among 200,000 | AID 631; in the data active means activation above about 19%;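 further: 0% = DMSO and 100% = reference agonist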
G6PDH counter – counter-screen for G6PDH assay hits: L. mesenteroides G6PDH inhibition; Purified L. mesenteroides G6PDH, diaphorase/resazurin coupled fluorescence, 45 min; inhibition, % at 5 µM; hit rate 0.12% among 200,000; in the data active means inhibition above about 50%
PMI act hi M6P – increases human PMI activity with near-saturating mannose 6-phosphate; P34949; coupled PMI enzyme assay, resazurin fluorescence, 20 min; stronger effect = higher value; 1 = untreated enzyme, 0 = substrate-free blank; activation factor at 20 µM; hit rate 0.34% among 190,000; AID 1216;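 active means activation factor of 2 or more at 20 µM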
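Test system: human phosphomannose isomerase with PGI, G6PDH, diaphorase coupling enzymes; amount: 15 ng/mL PMI; incubation: enzyme reaction with compound 20 min at room temperature; technique: resorufin fluorescence (Ex 544/Em 590 nm) from resazurin via diaphorase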
Diaphorase act – diaphorase activation or chemical reduction counter-screen. Diaphorase/resazurin coupled assay, resorufin fluorescence, 16 min; stronger effect = higher value; 1 = vehicle wells, 0 = NADH-free wells. hit rate 0.005% among 190,000. activation factor at 20 µM;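 active means diaphorase activity raised at least twofold by the compound at 20 µM; inactive means activation factor below 2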
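Material: Clostridium kluyveri diaphorase, purified enzyme; Quantity: enzyme 0.07 U/mL final; Medium: HEPES pH 7.4 buffer with MgCl2 and Tween 20; Dosing: single compound dose of 20 µM, 1% DMSO final; Schedule: 16 min reaction at room temperature; Measured by: red resorufin fluorescence at 544/590 nm excitation/emission.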
Active calls of the source: *; / = not tested or not shown.

SMILES	PMI activator	Diaph inh CS	ROMK mod	S1P3 antag	PPARg SRC2 recr	PPARg SRC3 recr	SRC2 TRFRET art	PPARg SRC-1 ag	G6PDH counter	PMI act hi M6P	Diaphorase act
COc1c(C)cc(C(=O)C2CCCN(C(=O)Cn3ccc(C)n3)C2)cc1C (centres undefined)	1	14.7	0.317	-3.9	3.0	3.2	1360	-1.6	4.4	1	0.9
CCOc1cc2nc(-c3ccc(OC)c(OC)c3)nc(N3CC(C)OC(C)C3)c2cc1OC (centres undefined)	0.8	1.4	-0.621	/	4.7	3.5	1595	5.0	-1.7	0.9	1
COc1cc(NS(=O)(=O)c2ccc(NC(=O)CSC3=NCCS3)cc2)nc(OC)n1	0.9	20.6	1.75	-4.8	3.0	5.5	1643	0.8	4.4	0.9	0.8
Cc1cccc(CCNC(=O)CC2C(=O)NCCN2CC2CCCCC2)n1 (centres undefined)	0.9	0.9	-0.568	9.9	9.6	4.2	1546	7.9	4.9	0.9	1
CC(C)N1C(=O)C2ON(c3ccccc3)C(c3cccs3)C2C1=O (centres undefined)	1	-2.7	/	-18.0	-5.0	-2.8	1791	3.2	0.6	1	1
CN(Cc1ccno1)Cc1cn(C)nc1-c1ccc(Oc2ccccc2)cc1	0.7	31.3	1.41	-12.4	-6.4	-3.8	1573	2.6	11.1	0.9	0.7
O=C(Nc1cc(S(=O)(=O)Nc2ccc(Cl)cc2)ccc1N1CCCCC1)c1ccc(F)cc1	0.7	25.4	/	-9.2	-8.4	-3.1	1433	1.3	-20.5	0.8	0.7
CC(=O)c1ccc(NC(=O)CCSCCC(=O)Nc2ccc(C(C)=O)cc2)cc1	1.1	7.4	0.0273	/	1.3	6.8	1411	-4.1	1.1	1.1	0.9
CCOC(=O)c1cnn(-c2ccccc2)c1-n1cccc1C(=O)C(=O)Nc1ccc(OC)cc1	0.9	19.4	/	/	11.8	10.3	1564	1.7	10.2	0.9	0.8
Cn1/c(=N/NC(=O)c2ccccc2Br)sc2ccccc21	1	6.2	0.103	-26.6	-2.1	2.1	1569	5.8	5.8	0.9	0.9
O=C(O)c1ccccc1C(=O)Nc1ccc(S(=O)(=O)NC2CCCCC2)cc1	1.1	4.5	0.271	3.8	-0.1	2.2	1416	2.0	-0.4	1.1	1
COc1ccccc1NC(=O)N1CCCC1C(=O)NC1CCCCC1 (centres undefined)	1	7.9	/	-17.4	0.8	-0.8	1362	-0.1	-11.7	1	0.9
COc1cc(NC(=O)Cn2ccsc2=N)c(C)cc1[N+](=O)[O-]	0.9	4.4	-1.64	-21.3	2.0	4.7	1380	12.8	2.7	0.9	1
CN(C(=O)C1CCCN(S(=O)(=O)c2cccc([N+](=O)[O-])c2)C1)C1CCS(=O)(=O)C1 (centres undefined)	1	15.3	1.4	-11.2	-7.6	-1.8	1633	6.4	-0.4	0.9	0.8
O=C(COC(=O)C12CC3CC(CC(C3)C1)C2)N1CCN(S(=O)(=O)c2ccccc2)CC1	0.9	4.2	/	-0.3	-6.7	-3.4	1560	-6.3	6.8	1	1
CSc1ncc(CO)n1Cc1ccccc1	1.1	-2.7	-0.0403	-10.3	7.3	2.4	1677	5.9	-0.7	1.1	1
CC1CC(c2ccccc2)n2nc(NC(=O)c3ccco3)nc2N1 (centres undefined)	1	1.8	-6.57*	-41.4	3.0	-2.4	1592	-0.1	7.2	1	1
CN(C(=O)COC(=O)CNS(=O)(=O)/C=C/c1ccccc1)C1CCS(=O)(=O)C1 (centres undefined)	1	14.0	/	-10.1	1.0	-5.8	1565	4.5	-0.9	1	0.9
CCC(=O)Nc1ccccc1C(=O)OCC(=O)Nc1ccc(S(N)(=O)=O)cc1	1	0.2	-0.61	-11.6	0.7	11.5	1405	-1.9	-4.4	1.1	1
CCn1c(C)cc(/C=C2\NC(=O)N(Cc3ccc(Cl)cc3)C2=O)c1C	0.9	13.1	/	/	2.9	-6.4	1737	5.4	5.2	0.9	0.9
COc1ccc(C(=O)NCCc2cc3ccc(C)c(C)c3[nH]c2=O)cc1OC	1	17.1	1.3	-5.3	-8.2	1.9	1514	-1.3	-3.7	1	0.8
CCOC(=O)CSc1nnc(CNC(=O)c2cccc(C)c2)n1C	1.1	2.9	0.137	-10.5	2.2	-2.7	1451	5.0	7.5	1.1	1
Cn1c(=O)c2c(nc(Br)n2CCSc2nc3ccccc3o2)n(C)c1=O	1.1	1.5	0.00437	/	4.3	-7.8	1710	-3.3	2.8	1.1	1
COc1ccc(-c2csc3[nH]c(=S)n(-c4ccccc4)c(=O)c23)cc1OC	0.8	44.7	0.75	-6.4	24.9*	15.8	2183*	18.2	2.4	0.8	0.6
Cc1sc(NC(=O)c2cccnc2)nc1-c1ccccc1	0.9	9.1	0.0855	25.4	-1.0	-0.4	1595	3.6	0.4	0.9	0.9
CCCCCC(=O)Nc1cc(N(C)C)nc2ccccc12	1	-7.6	/	0.5	-4.9	-11.8	1551	-5.3	-1.9	1	1.1
N#C/C(=C\c1ccccc1)C(=O)NCCN1CCOCC1	1	17.0	-2.42	6.9	0.0	0.0	1705	2.3	12.4	1	0.8
CC(C)OCCCNC(=O)CN1C(=O)CC(C)(C)S(=O)(=O)c2ccccc21	0.9	12.3	/	-4.7	1.9	3.2	1691	4.9	4.7	0.8	0.9
O=[N+]([O-])c1ccc(CSc2nnc(Cc3ccccc3)n2-c2ccc(F)cc2)cc1	0.8	25.8	-1.96	12.5	-9.5	-5.8	1455	-0.6	-3.1	0.8	0.7
CCCS(=O)(=O)N1CCN(S(=O)(=O)c2ccccc2)CC1	1	10.0	0.956	/	-2.2	-4.0	1414	1.1	0.9	1.1	0.9

An excerpt from above in order of count of non-hydrogen atoms, ascending:
SMILES	PMI activator	Diaph inh CS	ROMK mod	S1P3 antag	PPARg SRC2 recr	PPARg SRC3 recr	SRC2 TRFRET art	PPARg SRC-1 ag	G6PDH counter	PMI act hi M6P	Diaphorase act
Cc1sc(NC(=O)c2cccnc2)nc1-c1ccccc1	0.9	9.1	0.0855	25.4	-1.0	-0.4	1595	3.6	0.4	0.9	0.9
CCOC(=O)CSc1nnc(CNC(=O)c2cccc(C)c2)n1C	1.1	2.9	0.137	-10.5	2.2	-2.7	1451	5.0	7.5	1.1	1
Cn1c(=O)c2c(nc(Br)n2CCSc2nc3ccccc3o2)n(C)c1=O	1.1	1.5	0.00437	/	4.3	-7.8	1710	-3.3	2.8	1.1	1
CC(C)OCCCNC(=O)CN1C(=O)CC(C)(C)S(=O)(=O)c2ccccc21	0.9	12.3	/	-4.7	1.9	3.2	1691	4.9	4.7	0.8	0.9
COc1ccc(C(=O)NCCc2cc3ccc(C)c(C)c3[nH]c2=O)cc1OC	1	17.1	1.3	-5.3	-8.2	1.9	1514	-1.3	-3.7	1	0.8
O=[N+]([O-])c1ccc(CSc2nnc(Cc3ccccc3)n2-c2ccc(F)cc2)cc1	0.8	25.8	-1.96	12.5	-9.5	-5.8	1455	-0.6	-3.1	0.8	0.7

Later entries
SMILES	PMI activator	Diaph inh CS	ROMK mod	S1P3 antag	PPARg SRC2 recr	PPARg SRC3 recr	SRC2 TRFRET art	PPARg SRC-1 ag	G6PDH counter	PMI act hi M6P	Diaphorase act
Cc1ccc(OCCn2c(=O)n(C)c3ccccc32)cc1	0.9	16.0	0.22	-10.7	-14.2	-6.1	1577	-7.1	10.0	0.9	0.8
CCOC(=O)C1=C(C)NC(C)=C(C(=O)OCC)C1C(=O)OCC(=O)N(C)C1CCS(=O)(=O)C1 (centres undefined)	1.1	2.0	0.884	6.2	-1.3	10.1	1476	4.7	3.2	1.1	1
CN1Cc2cc(C(=O)c3cc(Cl)cc(CSc4ncccn4)c3O)cnc2NC1=O	0.9	-3.3	/	11.2	-0.4	0.9	1493	-3.8	3.1	1	1
CCOC(=O)n1c(=O)n(Cc2cccc(F)c2)c2ccccc21	1.2	-10.6	0.0774	-18.3	-5.8	-2.6	1322	-2.9	14.3	1.2	1.1
C/C(=N\OCC(=O)Nc1ccc2c(c1)OCCO2)c1ccc2c(c1)OCCO2	0.9	13.5	/	-15.8	-3.9	5.0	1441	2.0	-12.9	0.9	0.9
CCOC(=O)c1c(C)nc2c(c1-c1ccc(OC)c(OC)c1)C(=O)c1ccccc1-2	1	25.6	0.709	/	5.6	5.2	1491	3.3	2.3	1	0.7
COc1ccc2cc3c(N)nn(C(=O)c4cccc([N+](=O)[O-])c4)c3nc2c1	1	10.7	-0.377	1.3	6.2	-1.4	1531	-2.0	-12.8	1.1	0.9
C1=C(c2ccccc2)CCN(c2ncnc3nc[nH]c23)C1	0.9	13.1	/	-14.8	2.7	2.3	1743	14.0	-21.6	0.9	0.9
FC(F)Oc1ccc(NC(=S)NCc2ccco2)cc1Cl	0.8	34.9	-0.17	-2.9	-6.6	3.8	1586	13.2	11.1	0.8	0.7
CCN(C(=O)COC(=O)c1ccc(OCc2c(C)noc2C)cc1)c1ccccc1	0.9	12.0	-1.03	/	13.2	2.8	1614	2.5	3.0	1	0.9
O=C1C2C3C=CC(CC3)C2C(=O)N1/N=C/c1c(O)ccc2ccccc12 (centres undefined)	0.6	34.0	0.25	-7.2	-2.1	6.4	1594	13.0	6.4	0.3	0.7
Cc1cc(-c2nnc(CCC(=O)NC(c3ccccc3)c3ccccc3)o2)no1	0.9	30.1	-0.0563	5.7	-3.6	-2.3	1422	-4.7	10.2	0.9	0.7
COc1ccc(NC(=O)Cn2c(C(C)C)nc(C)cc2=O)cc1Cl	1.2	-1.8	-0.699	-5.3	6.6	2.1	1595	2.5	7.1	1.2	1
CN1CCN(/C=N/C2=C(C#N)C(c3ccccc3)C3=C(CC(C)(C)CC3=O)O2)CC1 (centres undefined)	1	4.5	/	/	0.0	7.4	1556	0.2	2.4	1	1
CC1(C)CC(=O)C2=C(C1)N(CCN1CCOCC1)C1=C(C(=O)CC(C)(C)C1)C2c1cccc(F)c1	1	11.4	/	19.3	1.0	-3.9	1383	-4.3	-16.9	1	0.9
Cc1ccc2c(C)c(C(=O)Nc3nnc(C)s3)oc2c1	1	6.4	/	-45.6	3.1	-1.5	1546	-6.1	1.8	0.9	0.9

Screening data from PubChem BioAssay.
